Myeloid diff MLP = promotes myeloid progenitor differentiation; ER-HoxA9 myeloid progenitors, lysozyme-GFP differentiation, flow cytometry; calls only at 10 µM; actives 1% (n = 360,000);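 active = normalized GFP-positive differentiation at or above the plate's own cutoff, the solvent-only control mean plus 3 SD; inconclusive = no clear call, values can overlap the other calls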;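 also: cells exposed to compound for four days before flow analysis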
Myeloid diff MLP GFP+ MAC1+ % = further read-out of Myeloid diff MLP, marked with its call; GFP+ MAC1+ double positive, %; measured here: differentiation confirmed by MAC1 staining
The depositor's hits bear a star; i = inactive; ? = inconclusive; nt = no result given; + = active, no number.

canonical_smiles | Myeloid diff MLP | Myeloid diff MLP GFP+ MAC1+ %
Cc1ccc(S(=O)(=O)N2C[C@H]3C(=O)C[C@@H](c4ccccc4F)N(S(=O)(=O)c4ccc(C)cc4)[C@H]3C[C@H]2c2ccccc2F)cc1 | i | 1.2
Cc1ccc([C@@H]2CC(=O)[C@@H]3CN(S(=O)(=O)c4ccc(C)cc4)[C@H](c4ccccc4F)C[C@@H]3N2S(=O)(=O)c2ccc(C)cc2)cc1 | i | 0.6
CC1CC2(CC(CN(C3CCCCC3)C3CCCCC3)OC2=O)C(=O)O1 (stereo not drawn) | i | 1.0
CCCCN(C(C)=O)c1c(CC)nc2ccc(C(=O)NCCCN(C)C)cn12 | i | 0.7
O=C(Cc1ccccc1)NS(=O)(=O)c1ccccc1 | i | 1.1
CNc1cncc(-c2cc(OC)ccc2OC)n1 | i | 1.3
CC1(C(=O)NCc2ccc(Cl)cc2)CCN1C(=O)Cc1cccc2ccccc12 (stereo not drawn) | i | 1.1
CC(=O)Nc1ccc(CN(C)c2c(C)nc3ccc(C(=O)NC4CCN(Cc5ccccc5)CC4)cn23)cc1 | i | 1.7
FC(F)C(F)(F)Oc1cccc(Nc2nccn3c(-c4cccc5cccnc45)cnc23)c1 | i | 0.9
CC(C)CN1C(=O)CSCC1(C)C(=O)NCc1ccccc1 (stereo not drawn) | i | 3.2
CC1(C(=O)NS(=O)(=O)c2ccc3c(c2)CCO3)CCN1C(=O)CCc1ccc(Cl)cc1Cl (stereo not drawn) | i | 1.4
CC(=Cc1ccccc1)C=C1SC(=S)N(CCCC(=O)Nc2ccc(C(=O)O)cc2)C1=O | i | 0.3
OC(c1ccc(F)cc1)c1ncc(-c2ccc3ccccc3c2)[nH]1 (stereo not drawn) | i | 1.0
CC(C)C(=O)N1CCC1(C)C(=O)NCc1ccc(F)cc1Cl (stereo not drawn) | i | 1.2
Cc1cccc(CN2CCN(C3CN(Cc4cn(Cc5ccccc5F)nn4)S(=O)(=O)C3)CC2)c1 (stereo not drawn) | i | 1.1
COC(=O)c1cnc(Nc2nc(C(N)c3ccccc3Cl)cs2)nc1C(F)(F)F (stereo not drawn) | i | 1.2
O=C(c1cnc(Cc2c[nH]c3ccccc23)c(I)c1)N1CCN(Cc2ccccc2)CC1 | i | 1.8
COc1ccc([C@H]2CC(=O)C[C@@H](CCn3cc(CCc4ccccc4)nn3)O2)cc1 | i | 1.8
Cc1ccc(Cc2c(-c3ccc(Cl)cc3)nc3c(C)cc(Br)cn23)cc1 | i | 1.6
Cc1ccc(C(O)c2ncc(-c3cccc(C(F)(F)F)c3)[nH]2)cc1 (stereo not drawn) | i | 1.9
CC1=C(C(=O)N2CCCCCC2)CC(CC(=O)NCCc2ccccn2)C(=O)N1CCCN1CCCC1=O (stereo not drawn) | i | 1.0
CCCC(=O)N1CCC1(C)C(=O)NCc1ccccc1SC (stereo not drawn) | i | 1.2
COc1ccc(C(O)c2ncc(-c3ccccc3)[nH]2)c(OC)c1 (stereo not drawn) | i | 1.1
COc1ccccc1-c1cc2c(c3c1ccn3C)C1CCC2O1 (stereo not drawn) | i | 1.2
CCOC(=O)C1=CCC(c2ccccc2)N(S(=O)(=O)c2ccccc2[N+](=O)[O-])C1 (stereo not drawn) | i | 1.1
COc1ccc(-c2[nH][nH]c(=O)c2NC(=O)c2ccccc2Br)cc1 | i | 0.9
Cc1ccc(S(=O)(=O)Nc2ccc3c(c2)C(=O)N([C@@H](C)CO)C[C@@H](C)[C@@H](CN(C)C(=O)NC(C)C)OCCCC[C@H](C)O3)cc1 | i | 1.2
CC(C)Oc1cccc(C(=O)Nc2nnc([C@H]3C[C@H](O)[C@@H](CO)O3)s2)c1 | i | 0.6
CCNC(=S)Nc1ccc2c(c1)c(=O)n(C)n2-c1cc(C)cc(C)c1 | i | 0.3
CNc1nc(Nc2ccc(C(=O)OC)cc2)c2sccc2n1 | i | 0.5
Cc1ccsc1C(=O)N1CCCC(C)(C(=O)O)C1 (stereo not drawn) | i | 1.7
O=C(NCC(O)c1nc2ccccc2[nH]1)c1cc([N+](=O)[O-])ccc1F (stereo not drawn) | i | 1.3
COc1cc(OC)cc(C2=Cc3ccccc3C(CC(C)=O)N2c2ccc(C#CC3(N)CCCCC3)cc2)c1 (stereo not drawn) | i | 2.2
COC(=O)[C@@]12C[C@@H](CC(=O)NCCCCc3ccccc3)C(=O)N(CCc3ccc(OC)c(OC)c3)C1=CCC(C)(C)C2 | i | 1.6
COc1ccc(C(O)c2ncc(-c3ccccc3OC)[nH]2)cc1 (stereo not drawn) | i | 0.6
CCCC(C)(C)C(=O)N1CCC1(C)C(=O)Nc1cccc(OC)c1 (stereo not drawn) | i | 1.2
Nc1ccn([C@@H]2O[C@H](C(=O)N[C@H]3c4ccccc4C[C@H]3O)[C@@H](O)[C@H]2O)c(=O)n1 | i | 0.7
CCOC(=O)C1=CCN(S(=O)(=O)c2ccc(C)cc2)C1c1ccccc1 (stereo not drawn) | i | 1.2
Nc1nc2c(ncn2[C@@H]2O[C@H](CNC(=O)[C@H](N)Cc3ccccc3)[C@@H](O)[C@H]2O)c(=O)[nH]1 | i | 2.1
CC(C)CNC(=O)C1C(=O)Nc2ccccc2C(=O)N1C(C)(C)C (stereo not drawn) | i | 1.9
CCCC[C@@H]1CNC(=O)C(=O)N1CC1CCCCC1 | i | 0.6
COCCCNc1ccn2nc(-c3ccc(CC(C)C)cc3)cc2n1 | i | 0.2
CSc1ccc(Cn2c(C)c(C(=O)NCc3cccs3)sc2=O)cc1 | i | 3.1
O=C(NC1CCCC1)C1c2ccccc2OCC(=O)N1Cc1ccccc1 (stereo not drawn) | i | 1.0
Cc1cccc(C)c1NC(=O)C(C1CC1)n1c(-c2ccc(-c3ccccc3)cc2)nc2ccccc21 (stereo not drawn) | i | 2.5
COc1cc(C(O)c2nc(-c3ccc(F)c(Cl)c3)cs2)ccc1F (stereo not drawn) | i | 2.6
CC1C(=O)N(Cc2cn(Cc3ccco3)nn2)CCS(=O)(=O)N1Cc1ccc(-c2ccccc2C(F)(F)F)cc1 (stereo not drawn) | i | 0.8
COc1ccc(O)cc1CN1CCN(c2ncc(Cc3ccccc3)cn2)CC1 | i | 2.6
CCc1nc2c(OCc3ccc(S(C)(=O)=O)cc3)cccn2c1N(C)C(=O)c1ccccc1F | i | 0.3
Cc1ccc(COC[C@H](CC(C)C)N2CCN(C(=O)c3cccc(C(F)(F)F)c3)CCC2=O)cc1 | i | 0.9
CC1(C(=O)NS(=O)(=O)c2ccccc2C(F)(F)F)CCN1C(=O)CCc1cccs1 (stereo not drawn) | i | 0.3
COc1cc(F)ccc1-c1cc(C(=O)Nc2cc(OC)c(OC)c(OC)c2)[nH]n1 | i | 0.4
CS(=O)(=O)c1ccc(-c2cc(NC=O)c3ncc(-c4ccc(F)cc4)n3c2)cc1 | ? | nt
CCc1nc2ccc(C(=O)Nc3ccc(OC)c(OC)c3)cn2c1N(C)C(=O)Cc1ccccc1 | i | 0.7
Cc1ccccc1-c1cc2nc(NCCOc3ccccc3)n(C)c(=O)c2s1 | i | 0.9
CCCCCCCCC(c1nc2ccccc2[nH]1)N1CCN=C1c1cc2ccccc2[nH]1 (stereo not drawn) | i | 2.0
CN1CCN(c2ccc(-c3cc(NC=O)c4ncc(-c5ccc(F)c(Cl)c5)n4c3)cc2)CC1 | + | 2.9*
COC(=O)C[C@H]1C=C[C@@H](NS(=O)(=O)c2ccccc2)[C@@H](CO)O1 | i | 1.5
COc1cc(-c2cnc3c(NC(C)=O)cc(-c4cccc(C(=O)NCCO)c4)cn23)cc(OC)c1OC | i | 1.2
CCN(CC)C(=O)c1cccc(-c2csc(C(O)c3ccco3)n2)c1 (stereo not drawn) | + | 2.7*

Reprinted from the part before: five compounds, then new ones.
canonical_smiles | Myeloid diff MLP | Myeloid diff MLP GFP+ MAC1+ %
CCCCCCCCC(c1nc2ccccc2[nH]1)N1CCN=C1c1cc2ccccc2[nH]1 (stereo not drawn) | i | 2.0
CN1CCN(c2ccc(-c3cc(NC=O)c4ncc(-c5ccc(F)c(Cl)c5)n4c3)cc2)CC1 | + | 2.9*
COC(=O)C[C@H]1C=C[C@@H](NS(=O)(=O)c2ccccc2)[C@@H](CO)O1 | i | 1.5
COc1cc(-c2cnc3c(NC(C)=O)cc(-c4cccc(C(=O)NCCO)c4)cn23)cc(OC)c1OC | i | 1.2
CCN(CC)C(=O)c1cccc(-c2csc(C(O)c3ccco3)n2)c1 (stereo not drawn) | + | 2.7*
CCCCCCCCN1C(=O)[C@H](CC(=O)NCc2ccccc2)C[C@@]2(C(=O)OCC)CCC=C12 | i | 0.9
CN(C)c1ccc(-c2csc(C(O)c3cccc(Cl)c3)n2)cc1 (stereo not drawn) | i | 0.6
O=c1c2ccccc2nc2n1CCc1ccc(Br)cc1-2 | i | 0.5
Cc1cc(C)c(C#N)c(OCC2CCCO2)n1 (stereo not drawn) | i | 1.0
CSc1ccc(Cn2c(C)c(C(=O)NCc3ccc(Cl)c(Cl)c3)sc2=O)cc1 | i | 1.8
CC1(C(=O)Nc2ccccc2Br)CCN1C(=O)CC1CC1 (stereo not drawn) | i | 2.0
CCOC1=C2[C@@H](CN(S(=O)(=O)c3ccc(C)cc3)[C@H]2c2ccccc2)[C@H]2C(=O)N(Cc3ccccc3)C(=O)[C@H]2C1 | i | 1.0
CCC(=O)N1CCCC1(C)C(=O)Nc1ccc2nc(C)ccc2c1 (stereo not drawn) | i | 1.7
CCCCC(=O)N(C)c1c(C)nc2ccc(C(=O)N(C)CCN(C)C)cn12 | i | 0.9
CC1ON=C(c2cccc3ccccc23)N(C)C1=O (stereo not drawn) | i | 2.5
O=C(NC(c1ccccc1)c1ccc2ccccc2n1)C1CCN(CCOc2ccc(Cl)cc2)CC1 (stereo not drawn) | i | 0.8
CN(C)C(=O)c1cccc(-c2cccc3nccn23)c1 | i | 0.1
CCCCOCCCNC(=O)C[C@@H]1C[C@@]2(C(=O)OCC)CCCC=C2N(Cc2ccc(Cl)cc2Cl)C1=O | i | 0.7
CC(C)C(N)c1csc(NC(=O)Nc2cccc(Cl)c2)n1 (stereo not drawn) | + | 4.6*
O=C1NC[C@H](CCCCN2C[C@H](Cc3ccc(O)cc3)N(CCc3ccc(O)cc3)C(=O)C2=O)N(CCc2ccc(O)cc2)C1=O | i | 1.9
COc1ccc(Cc2c(-c3cccc(Br)c3)nc3ccc(Br)cn23)c(C)c1 | i | 0.7
COC(=O)C[C@H]1C=C[C@H](NC(=O)Nc2ccccc2)[C@@H](CO)O1 | i | 3.4
OC[C@@H]1CN(Cc2cccnc2)C[C@H](n2cnc3c(N4CCOCC4)ncnc32)O1 | i | 0.8
CC1(C(=O)NS(=O)(=O)c2cccc(Cl)c2)CCN1C(=O)C1(c2ccc(Cl)cc2)CCC1 (stereo not drawn) | i | 2.0
CCOC(=O)C1=CCN(S(=O)(=O)c2ccccc2Cl)C1c1cccc(Br)c1 (stereo not drawn) | i | 0.7
CNc1cncc(-c2ccccc2NC(C)=O)n1 | i | 1.6
COc1cc(C(=O)C(=O)N2CCN(c3ccccc3)CC2)cc(OC)c1OC | ? | nt
CCc1nc2ccc(C(=O)N3CCN(c4ccccc4)CC3)cn2c1N(C)CCC(C)C | i | 0.4
COc1ccc(-c2coc3c(C(=O)NCC(C)C)cccc23)c(C)c1 | i | 0.8
COc1cc(C(=O)N2CCCC(c3cc(C(=O)NCc4ccc(F)cc4)no3)C2)cc(OC)c1C (stereo not drawn) | i | 1.4
Cc1ccc(F)c(S(=O)(=O)NC(=O)C2(C)CCN2C(=O)Cc2ccc(C(C)(C)C)cc2)c1 (stereo not drawn) | i | 0.6
CC(C)C[C@@H](CN1CCCC1CN1C(=S)NC[C@@H]1Cc1ccccc1)N1C[C@H](Cc2ccc(O)cc2)N(CCc2ccccc2)C1=S (stereo partly drawn) | i | 0.5
CCc1nc2c(OCCC3CCCCC3)cccn2c1N(C)C(=O)CC(C)C | ? | nt
COCCNC(=O)C1(C)CCN(C(=O)c2nc(C)oc2C)C1 (stereo not drawn) | i | 0.2
CCCCc1c(-c2cccc(Cl)c2)ncn1CCc1ccccc1OC | i | 1.0
OC[C@@H]1CN(Cc2ccc(-c3ccccc3)cc2)C[C@H](n2cnc3c(NCc4ccc(F)cc4)ncnc32)O1 | i | 1.3
COc1ccc(CNC(=O)c2sc(=O)n(Cc3cc(Cl)ccc3OC)c2C)cc1 | i | 5.2
CC(C)n1c(=O)c2ccccc2n1Cc1cn(C2CCCC2)nn1 | i | 1.4
Cc1cn(C2CC(O)C(O)C(CO)O2)c(=O)[nH]c1=O (stereo not drawn) | i | 0.8
Cc1cccc(C)c1NC(=O)C(c1ccccc1)n1c(=O)c(-c2cc3ccccc3[nH]2)nc2ccccc21 (stereo not drawn) | i | 1.9
O=C(Nc1cccc2cccnc12)c1ccc2sc([C@@H]3O[C@H](CO)[C@H](O)[C@H](O)[C@H]3O)nc2c1 | i | 0.7
Cn1nc(C(C)(C)C)cc1NC(=O)C1(C)CCN1C(=O)C1(c2ccccc2)CC1 (stereo not drawn) | i | 0.3
CCCCCNC(=O)C(C1CC1)n1c(=O)c(-c2cc3ccccc3[nH]2)nc2ccccc21 (stereo not drawn) | i | 4.0
COc1ccccc1CCNC(=O)c1c(N)[nH]c(C(=O)c2ccccc2)c1-c1ccc(Br)cc1 | i | 0.6
CC(=O)Nc1cccc(-c2cc(NC(C)=O)c3ncc(-c4ccccc4)n3c2)c1 | i | 1.7
COc1ccc(Cl)cc1-c1cc(C(=O)NC2CCCCC2)[nH]n1 | i | 0.7

Some of these compounds in order of their number in Myeloid diff MLP GFP+ MAC1+ %, largest number first:
molecule	Myeloid diff MLP GFP+ MAC1+ %
CC1(C(=O)NS(=O)(=O)c2cccc(Cl)c2)CCN1C(=O)C1(c2ccc(Cl)cc2)CCC1 (stereo not drawn)	2.0
Cc1ccc(S(=O)(=O)Nc2ccc3c(c2)C(=O)N([C@@H](C)CO)C[C@@H](C)[C@@H](CN(C)C(=O)NC(C)C)OCCCC[C@H](C)O3)cc1	1.2
COc1ccc(C(O)c2ncc(-c3ccccc3)[nH]2)c(OC)c1 (stereo not drawn)	1.1

High-throughput results (PubChem)

Some of the compounds tested; the hit share may differ from the screen's.
